HePTP inhibitor: human HePTP phosphatase inhibition. recombinant HePTP phosphatase activity, OD absorbance. inhibition, % at 20 µM. actives 0.64% (n = 110,000). AID 521; in the data active = inhibition above about 50%;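 also: plate controls were vehicle for no effect and reference inhibitor for full effect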
BAP1 block: inhibitors of human BAP1 deubiquitinase | Q92560 | recombinant BAP1, Ub-AMC hydrolysis fluorescence kinetic; stronger effect = lower value | activity remaining (% of control), % at 20 µM | actives 0.48% (n = 72,000);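 active = activity remaining at or below 50% of control, provided the compound also passes the data quality filters; inactive = the rest, including low values that fail the filters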;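 also: 100% = DMSO wells rate and 0% = substrate alone blank rate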
Target sequence (Q92560 whole entry, looked up): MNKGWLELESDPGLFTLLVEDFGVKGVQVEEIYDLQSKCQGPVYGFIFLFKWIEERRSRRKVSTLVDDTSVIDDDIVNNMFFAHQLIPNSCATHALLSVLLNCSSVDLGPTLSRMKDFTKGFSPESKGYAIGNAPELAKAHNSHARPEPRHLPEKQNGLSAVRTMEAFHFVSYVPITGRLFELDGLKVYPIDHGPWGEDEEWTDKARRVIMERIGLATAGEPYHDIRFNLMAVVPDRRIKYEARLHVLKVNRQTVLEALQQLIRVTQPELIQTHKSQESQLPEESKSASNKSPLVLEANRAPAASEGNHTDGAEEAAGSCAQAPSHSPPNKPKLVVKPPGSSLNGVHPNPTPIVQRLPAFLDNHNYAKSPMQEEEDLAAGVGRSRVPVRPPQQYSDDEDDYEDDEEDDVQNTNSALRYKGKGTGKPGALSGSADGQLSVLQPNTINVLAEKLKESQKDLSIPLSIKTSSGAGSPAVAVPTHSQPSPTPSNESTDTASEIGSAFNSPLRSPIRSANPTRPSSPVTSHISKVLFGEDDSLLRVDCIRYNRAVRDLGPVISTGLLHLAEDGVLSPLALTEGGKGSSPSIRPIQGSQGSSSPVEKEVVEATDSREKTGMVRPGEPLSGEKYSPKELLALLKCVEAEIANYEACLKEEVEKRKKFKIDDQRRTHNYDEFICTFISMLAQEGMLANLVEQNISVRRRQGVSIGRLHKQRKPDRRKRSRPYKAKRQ
An asterisk follows results filed as active; . = not tested or not shown; & = joins results of further samples.

SMILES | HePTP inhibitor | BAP1 block
CCOC(=O)c1c(NC(=O)c2ccc(OC)cc2)sc(C(=O)Nc2ccccc2C(F)(F)F)c1C | -4 | .
Clc1ccc(OCCCN2CCCCC2)cc1 | -7 | .
O=C(CCN1C(=O)c2ccccc2C1=O)NCCC1=CCCCC1 | 3 | 101
CCOC(=O)c1cnc(SCc2nc(N)nc(Nc3ccc(F)cc3)n2)nc1N | 3 | 109
CCOC(=O)N1CCN(Cc2nc3c(c(=O)n(C)c(=O)n3C)n2CCCc2ccccc2)CC1 | -14 | 87
COCCN(C(=O)Nc1ccc(OC)cc1OC)C1CCN(C(C)C)CC1 | 5 | 98
CCOC(=O)c1cnn(-c2ccccc2)c1NC(=O)c1ccccc1C | -3 | .
Cc1cc(C)c2c(N)c(C(=O)Nc3nccs3)sc2n1 | 6 | 72
COc1ccccc1-c1nnc2sc(COc3ccc(Cl)cc3Cl)nn12 | -5 | 81
O=C(NCC1CCS(=O)(=O)C1)NCC1CCS(=O)(=O)C1 (centres undefined) | 5 | .

Arranged by the number under HePTP inhibitor (largest number first): 5 of the compounds above.
SMILES | HePTP inhibitor
Cc1cc(C)c2c(N)c(C(=O)Nc3nccs3)sc2n1 | 6
O=C(NCC1CCS(=O)(=O)C1)NCC1CCS(=O)(=O)C1 (centres undefined) | 5
CCOC(=O)c1cnc(SCc2nc(N)nc(Nc3ccc(F)cc3)n2)nc1N | 3
CCOC(=O)c1cnn(-c2ccccc2)c1NC(=O)c1ccccc1C | -3
Clc1ccc(OCCCN2CCCCC2)cc1 | -7

(next part)
SMILES | HePTP inhibitor | BAP1 block
c1ccc2oc(SCc3cn4ccccc4n3)nc2c1 | 10 | 95
NC(=O)C1CCN(C(=O)c2cccc(Br)c2)CC1 | -7 | .
COc1cc(C(=O)Nc2ccc(NC(=O)C3CC3)nc2)cc(OC)c1OC | 10 | 91
CC1(C)CC(=O)C2=C(C1)Nc1ncnn1C2c1ccccn1 (centres undefined) | 2 | 90
Cc1cc(NC(=O)c2cc(-c3ccco3)on2)n(-c2ccccc2)n1 | 2 | 105
COc1cc(/C=C2/C(=O)NC(=S)N(c3ccccc3)C2=O)ccc1OCc1ccc([N+](=O)[O-])cc1 | -1 | .
COc1cc(/C=C2\SC(=S)N(Cc3ccccc3)C2=O)cc(Br)c1O | 4 | .
Cc1ccccc1CSCC(=O)NC(=O)NC(C)(C)C | -13 | 102
Cc1cc(NC(=O)CSc2nc3ccccc3[nH]2)no1 | 10&-13 | 106
Cc1ccc(Cn2ccc(NC(=O)c3c(-c4ccccc4Cl)noc3C)n2)cc1 | 2 | 80

Rewritten as comma-separated lines: 2 of the compounds above
SMILES,HePTP inhibitor,BAP1 block
COc1cc(/C=C2\SC(=S)N(Cc3ccccc3)C2=O)cc(Br)c1O,4,.
Cc1cc(NC(=O)c2cc(-c3ccco3)on2)n(-c2ccccc2)n1,2,105

Next section:
SMILES | HePTP inhibitor | BAP1 block
Cn1nnc(NC(=O)c2ccco2)n1 | 4 | 103
O=C(CSc1nc2c(c(=O)n1-c1ccc(Cl)cc1)SCC2)Nc1ccc2c(c1)OCCO2 | 6 | 41*
NC(=NC(=NS(=O)(=O)c1ccccc1)c1ccccc1)SCc1ccccc1 | 6 | .
CC1=C(C(=O)OCCOC(C)C)C2(O)C(=O)c3ccccc3C2(O)N1 (centres undefined) | -6 | .
CCOc1cc(C(=O)Nc2c(C)cc(C)cc2C)cc(OCC)c1OCC | -6 | .
CCCS(=O)(=O)NCc1cn2c(C)csc2n1 | -4 | 90
CCc1nnc(NC(=O)CSc2nnc(COc3ccccc3)n2Cc2ccccc2)s1 | -1 | 81
Cc1ccc(C(=O)N/C(=C/c2cccnc2)C(=O)NN)cc1 | 14 | .
CC1(C)CC(=O)C(C(c2ccco2)C2C(=O)CC(C)(C)CC2=O)C(=O)C1 | 4 | 95
O=C(CN(c1ccccc1)S(=O)(=O)c1ccccc1)N1CCN(Cc2ccc3c(c2)OCO3)CC1 | 5 | 101
O=C(NCC1COc2ccccc2O1)C1CCCN(S(=O)(=O)c2cnc[nH]2)C1 (centres undefined) | 7 | 93
COC(=O)c1ccc(NC(=O)CSc2nnc(CNc3ccc(OC)cc3)n2C)cc1 | 5 | 99
Oc1ccc2nc(Cc3ccccc3)[nH]c2c1 | 8 | 96
CCOC(=O)C1C(=O)NCC2CCCC21 (centres undefined) | 6&5 | 126
CS(=O)(=O)N1CCN(c2ccc([N+](=O)[O-])c(Sc3cccc4cccnc34)c2)CC1 | 4 | .
O=C(O)c1cccc(S(=O)(=O)NCc2cccs2)c1 | 10 | 104
COc1cc(/C=C2\SC(=S)N(CC(=O)N3CCCc4ccccc43)C2=O)cc(OC)c1OC | -7 | .
CCOc1ccc(OCc2ccc(C(=O)Nc3ccc(Cl)cn3)o2)cc1 | 4 | 55
CCOC(=O)C1=C(C)NC(=O)NC1c1ccc(F)cc1F (centres undefined) | -28 | .
C/C(=N\N=C1\NC(=O)C(CC(=O)Nc2ccccc2)S1)C(C)C (centres undefined) | -1 | .
Clc1ccc(-c2nc(N3CCOCC3)c3ccccc3n2)c(Cl)c1 | 0 | .
COc1ccc(S(=O)(=O)N/N=C/c2ccc3c(c2)OCO3)cc1 | 0 | .
CCOC(=O)C(Cc1cc(C(C)=O)ccc1OC(C)C)C(=O)OCC | 8 | 101
CC1Cc2ccccc2N1C(=O)CCS(=O)(=O)c1cccs1 (centres undefined) | 5 | .
O=C(CCc1ccccc1)Nc1cc(Cl)cc(Cl)c1 | 8 | .
Cc1ccc(OCC(=O)Nc2ccc3oc(-c4cccnc4)nc3c2)cc1C | -12 | .
O=C1NCC(COCC2CC=CCC2)O1 (centres undefined) | 7 | 64
COc1ccc(OC)c(C2C(C(=O)Nc3ccccc3OC)=C(C)Nc3nc(CCCO)nn32)c1 (centres undefined) | . | 87
CC(C)(C)NC[C@H](O)COc1nsnc1N1CCOCC1 | 2 | 148
O=C(O)c1ccc(NS(=O)(=O)c2cccs2)cc1 | 9 | .
O=c1[nH]n(CC2COC3(CCCCC3)O2)c(=O)c2ccccc12 (centres undefined) | 2 | 102
COc1ccc(C2C3=C(N=C4SCC(=O)N42)c2ccccc2CC3)cc1OC (centres undefined) | 4 | 85
O=C(O)C1CCCN(S(=O)(=O)c2ccc(Cl)s2)C1 (centres undefined) | 15 | 88
COC(=O)C1C(=O)N2CCCSC2=C(C#N)C1c1cccs1 (centres undefined) | 7 | 114
CCCCNC(=O)CS(=O)Cc1nc(-c2cccc(C)c2)oc1C (centres undefined) | 4 | 90
O=C(Nc1nc(-c2cccc3ccccc23)cs1)c1ccccc1Cl | . | 111
N#CCCN(C(=O)COC(=O)c1ccc2c(c1)NC(=O)CS2)c1ccc2c(c1)OCCO2 | 1 | 95
CCCN(CCC)CCCNC(=O)C(=O)Nc1cccc(C(F)(F)F)c1 | 6 | .
CS(=O)(=O)N(Cc1ccc(Cl)cc1)c1ccc(C(=O)Nc2cccnc2)cc1 | 4 | .
Cc1ccnc(NC(=O)CCCCC(=O)O)c1 | . | 75
O=C(CSc1ncn[nH]1)c1cccc([N+](=O)[O-])c1 | -5 | .
COC(=O)c1ccc(NC(=O)CCCOc2ccccc2)cc1 | 9 | .
O=C(NNC(=O)c1cccnc1)c1ccc(Br)cc1 | 4 | .
COc1ccc(Cl)cc1C(=O)NCC(C)C | 8&1 | 105
CCC1Oc2ccccc2N(CC(=O)Nc2ccc(OC)cc2OC)C1=O (centres undefined) | 7 | 100
COc1ccc(N(CC(=O)N(Cc2ccccc2)Cc2ccccc2)S(C)(=O)=O)cc1 | 0 | .
Cc1cccc(/C(N)=N/OC(=O)c2ccco2)c1 | 2 | .
CC(C)c1ccc(CNC(=O)CSc2nnc(-c3cccc(F)c3)n2-c2ccccc2)cc1 | -9 | .
CCOC(=O)c1ccccc1NC(=O)C1CN(S(=O)(=O)c2ccccc2)CCN1S(=O)(=O)c1ccccc1 (centres undefined) | -2 | .
CC(C)CNC(=O)c1cccc(C(=O)NCC(C)C)c1 | -14 | .
Going on with the list:
SMILES | HePTP inhibitor | BAP1 block
CC(C)(C)c1cc(C(=O)N/N=C/c2ccccc2Cl)n[nH]1 | 0 | .
Cc1ccc(-n2nnc3c(SCC(=O)N4CCN(c5ccccc5)CC4)ncnc32)cc1 | 2 | 127
C=CCn1c(SCCC#N)nnc1-c1ccncc1 | 7 | .
c1ccc(N2CCN(c3cnccn3)CC2)nc1 | -1 | .
Cc1ccc2[nH]c(-c3ccccc3)c(CN3CCN(C)CC3)c(=O)c2c1 | -8 | .
COc1ccc(C2SCC(=O)N2c2c(C)n(C)n(-c3ccccc3)c2=O)c(OC)c1 (centres undefined) | 5 | 78
Nc1cc(=O)[nH]c(SCC(=O)NCC2CCCO2)n1 (centres undefined) | -29 | 76
Cc1c(C(=O)Nc2ccc(Cl)cc2)cnn1-c1ccccc1 | -2 | .
Cc1cc(/C=N/NC(=O)CC#N)c(C)n1-c1cc(Cl)cc(Cl)c1 | -15 | .
CCOC(=O)C(Cc1ccc([N+](=O)[O-])cc1)N1C(=O)c2ccccc2C1=O (centres undefined) | . | 101

A different layout for part of the listing above.
Below each SMILES – HePTP inhibitor | BAP1 block
> COc1ccc(C2SCC(=O)N2c2c(C)n(C)n(-c3ccccc3)c2=O)c(OC)c1 (centres undefined)
 : 5 | 78
> C=CCn1c(SCCC#N)nnc1-c1ccncc1
 : 7 | .
> Nc1cc(=O)[nH]c(SCC(=O)NCC2CCCO2)n1 (centres undefined)
 : -29 | 76

Additional entries.
SMILES | HePTP inhibitor | BAP1 block
CCC(C)(C)n1nnnc1C(c1ccccc1F)N1CCC(C(N)=O)CC1 (centres undefined) | 3 | 108
COC(=O)Nc1ccc(OC)c(OC)c1 | -4 | 90
Cc1ccccc1-n1c(-c2ccncc2)n[nH]c1=S | -4 | 89
COC(=O)c1cc(=O)n(Cc2ccco2)c(=Nc2ccc(F)c(Cl)c2)s1 | 6 | 76
O=C(Nn1cnnc1)c1ccncc1 | -4 | 101
O=C(Nc1ccc2c(c1)CCC2)c1cnccn1 | 7 | .
O=C(N1CCOCC1)N1CCC(NC(=O)C23CC4CC(CC(C4)C2)C3)CC1 | 4 | 85
COc1ccc(COC(=O)C2=C(C)NC(=O)NC2c2ccc(O)cc2)cc1 (centres undefined) | -6 | .
CC1S/C(=N/N=C/c2ccccc2)NC1=O (centres undefined) | -3 | .
O=C1CCCC2=C1C(c1cccc(Br)c1)Nc1ccc(C(=O)c3ccccc3)cc1N2 (centres undefined) | . | 87
COc1ccccc1Oc1c(C)oc2c(CN3CCN(CCO)CC3)c(O)ccc2c1=O | 4 | .
Cc1cc(C(=O)NCc2ccccc2Br)no1 | 10 | 113
COc1ccccc1NC(=O)CSc1nnnn1Cc1ccccc1 | 8 | 79
COc1ccc(C2CC(=O)C3=C(C2)Nc2ccccc2NC3c2cc(C)ccc2C)cc1 (centres undefined) | -3 | .
O=C(c1ccccc1)N1CCN(CC(O)COCC2CC=CCC2)CC1 (centres undefined) | 8 | 97
O=C(O)C(Cc1ccccc1)NC(=S)Nc1ccccc1 (centres undefined) | 12 | .
Cc1nc(C)c(/C(O)=C/c2nc3ccc([N+](=O)[O-])cc3oc2=O)s1 | 1 | .
CCN1C(=S)SC(=O)C1=C1C=C(C)N(CCOC)C(C)=C1 | -2 | .
O=C(CSc1nnc(-c2ccco2)n1-c1ccccc1)N1CCOCC1 | 4 | 70
Oc1c(Br)cc(/C=N/Nc2nnc3c(n2)[nH]c2ccccc23)c(Br)c1O | 89* | .
O=C(O)Cn1nc(-c2ccccc2)c2ccccc2c1=O | -4 | 87
CCOC(=O)c1nc(N)c(C(=O)OCC)[nH]1 | -5 | 145
Cc1ccc(S(=O)(=O)N(C)CCCC(=O)Nc2ccc(C)cc2C)cc1 | -12 | .

Single records, as listed above. Values in the order: HePTP inhibitor, BAP1 block
`CCCN(CCC)CCCNC(=O)C(=O)Nc1cccc(C(F)(F)F)c1` is listed with 6, .
`COc1ccc(COC(=O)C2=C(C)NC(=O)NC2c2ccc(O)cc2)cc1` (centres undefined) is listed with -6, .
`Oc1c(Br)cc(/C=N/Nc2nnc3c(n2)[nH]c2ccccc23)c(Br)c1O` is listed with 89*, .
`CCOC(=O)C(Cc1cc(C(C)=O)ccc1OC(C)C)C(=O)OCC` is listed with 8, 101

Assay outcomes as filed in PubChem.

Outcome played no part in choosing rows; overall some 0.7% were active at least once.
